p97 inhibitor: blocks human p97 ATPase activity; P55072; recombinant p97 ATPase, Kinase-Glo ATP luminescence, 3 h; inhibition, % at 8 µM; 0.42% of 220,000 active; AID 1481; in the data active means inhibition above about 15%;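 further: 0% = DMSO vehicle and 100% = wells lacking enzyme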
Rad51 HR inh: Rad51 (human) homologous recombination inhibition; 0.085% of 200,000 active; AID 1385; hRad51 DNA strand exchange, fluorescence dequenching; Q06609; inhibition, % at 10 µM;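 active means inhibition above 40% at the single screening dose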;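 further: 0% = DMSO control wells and 100% = blanks with heterologous ssDNA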
Target sequence (Q06609 whole entry, looked up): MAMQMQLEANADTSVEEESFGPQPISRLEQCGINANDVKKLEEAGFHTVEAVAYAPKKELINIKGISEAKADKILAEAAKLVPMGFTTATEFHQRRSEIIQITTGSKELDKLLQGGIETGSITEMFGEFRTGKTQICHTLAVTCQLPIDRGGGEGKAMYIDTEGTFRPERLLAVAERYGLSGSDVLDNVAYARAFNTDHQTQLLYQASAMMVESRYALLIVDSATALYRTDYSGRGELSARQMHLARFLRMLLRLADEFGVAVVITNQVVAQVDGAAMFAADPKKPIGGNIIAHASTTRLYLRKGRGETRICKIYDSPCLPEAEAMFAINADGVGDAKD
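Assay system: Human Rad51 nucleoprotein filaments preassembled on unlabelled ssDNA | Reagent: Donor/quencher-labelled 47-bp dsDNA substrate | Doses: One concentration, 10 µM final | Times: 37 °C 15-min filament assembly, 30-min compound preincubation, 15-min exchange | Technique: Fluorescein emission 520 nm, excitation 485 nm | Benchmarks: Plate control and blank wells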
eIF4E-4G inh: blocks eIF4E binding to eIF4G; P63073+Q04637; TR-FRET eIF4E-eIF4GI(517-606) binding, 2 h; inhibition, % at 21.7 µM; 0.37% of 220,000 active;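 active means inhibition above about 30%, limit read from the data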;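 further: 0% = full FRET control wells and 100% = background wells lacking eIF4GI fragment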
MDM2 E3 inh: inhibitors of human Mdm2 E3 ubiquitin ligase; Q00987; cell-based MDM2 ubiquitination luciferase reporter, 2 h; 0 = plate control, 100 = twice control, blank-subtracted; signal enhancement, % at 5 µM; 0.11% of 210,000 active;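 active means signal enhancement of 30% or more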;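 further: luminescence tracks abundance of the self-degrading MDM2-luciferase fusion protein; higher signal means inhibition of MDM2 E3 ligase activity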
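Assay system: stable mammalian line carrying autodegrading MDM2–luciferase fusion reporter; Input: 2000 cells in each well; Compound dosing: single-point 5 µM; Schedule: 2 h compound exposure at 37 °C; Signal: SteadyLite luciferase luminescence after 15 min room-temperature reagent incubation; Evaluation: % luminescence enhancement versus blank-corrected plate control mean; Benchmarks: plate controls and plate blanks.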
hK5 inh: kallikrein 5 (human) inhibition; Q9Y337; recombinant hK5, fluorogenic AMC substrate cleavage; inhibition, % at 5 µM; 0.59% of 210,000 active;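 active means inhibition of 40% or more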;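 further: 0% = enzyme controls without compound and 100% = no-enzyme blanks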
FXIa inh 1536: factor XIa (human) inhibition; purified FXIa, Boc-Glu-Ala-Arg-AMC fluorogenic substrate; inhibition, % at 5 µM; 0.14% of 220,000 active;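 active means inhibition of at least 40%; inactive means inhibition below 40%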;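 further: fluorescence of freed AMC excited at 355 nm; 0% = enzyme without compound and 100% = no enzyme blank; many of its hits are not listed in these tables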
Wee1 stabilizer: inhibitors of human Wee1 degradation; AID 1321; reporter increase, % at 5 µM; P30291; 1.2% of 220,000 active; HeLa Luc-Wee1K328M stability, luciferase luminescence; 100% = proteasome inhibitor MG132 effect;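 active means activation above the mean of all tested compounds plus 3 SD, set per screening run, cut at about 8.8% in these data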;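 further: cells exposed to compound for 20 h before luminescence read; 0% = DMSO alone and 100% = MG132 at 30 µM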
14-3-3 Bad inh: disrupts binding of bovine 14-3-3 zeta to phospho-Bad peptide. P63103. TR-FRET 14-3-3zeta/Dy647-pBad peptide displacement, 1 h. inhibition, % at 21.7 µM. 0.71% of 220,000 active;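 active means inhibition above about 70%, limit read from the data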;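 further: 0% = full 14-3-3 plus peptide FRET controls and 100% = background without 14-3-3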
FXIIa inh 1536: blocks human coagulation factor XIIa protease activity | purified FXIIa, Boc-QGR-AMC fluorogenic substrate, 2 h | inhibition, % at 5 µM | 0.3% of 220,000 active; in the data active means inhibition above about 40%;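 further: 0% = enzyme with no compound and 100% = blank without enzyme; many of its hits are not listed in these tables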
Target sequence (P00748 20-372 limits assumed): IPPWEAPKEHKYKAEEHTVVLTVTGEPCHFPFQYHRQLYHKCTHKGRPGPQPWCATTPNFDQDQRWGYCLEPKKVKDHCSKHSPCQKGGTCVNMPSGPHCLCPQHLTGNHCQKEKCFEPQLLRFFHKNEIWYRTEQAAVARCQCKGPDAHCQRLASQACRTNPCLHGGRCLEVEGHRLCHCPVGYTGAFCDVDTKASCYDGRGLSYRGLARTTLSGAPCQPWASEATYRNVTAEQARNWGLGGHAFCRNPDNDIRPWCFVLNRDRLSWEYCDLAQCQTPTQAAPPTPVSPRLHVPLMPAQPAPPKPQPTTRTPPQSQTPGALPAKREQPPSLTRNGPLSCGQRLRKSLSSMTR
Target sequence (P00748 373-615 limits assumed): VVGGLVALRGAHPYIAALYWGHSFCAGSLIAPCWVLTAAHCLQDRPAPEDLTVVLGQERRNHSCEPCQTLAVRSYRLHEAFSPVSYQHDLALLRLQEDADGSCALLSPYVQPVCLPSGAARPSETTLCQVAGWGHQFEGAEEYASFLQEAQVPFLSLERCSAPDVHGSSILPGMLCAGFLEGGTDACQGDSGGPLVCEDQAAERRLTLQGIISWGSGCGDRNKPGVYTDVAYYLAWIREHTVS
The depositor's hits bear a star; / = no result given; [ ] = another dose, or the depositor's remark.

item	Compound	p97 inhibitor	Rad51 HR inh	eIF4E-4G inh	MDM2 E3 inh	hK5 inh	FXIa inh 1536	Wee1 stabilizer	14-3-3 Bad inh	FXIIa inh 1536
1	COc1ccc2[nH]c(=O)c(CN(Cc3ccco3)C(c3nnnn3Cc3ccccc3)C(C)C)cc2c1 (stereo not drawn)	-1	1	1[fluorescence artefact?]	-16	4	-2	0	6	5
2	O=C(CSc1nnc(SCc2ccc(Cl)cc2)s1)N/N=C/c1ccccc1Cl	0	-3	8	-7	-3	2	0	6	7
3	CCOC(=O)C1CCCN(Cc2ccccc2F)C1 (stereo not drawn)	3	-2	2	-7	-5	9	2	73*	15
4	COc1cc(C(=O)OCC(=O)N2CCCC2)cc(OC)c1OC	2	5	0	-4	-5	0	-2	8	1
5	CCOc1cc(C2C(C(C)=O)=C(O)C(=O)N2CCc2c[nH]c3ccccc23)ccc1O (stereo not drawn)	9	8	0	-13	-1	2	-1	-4	3
6	COc1ccc(F)cc1C(=O)C1CCCN(Cc2cnc(N3CCCC3)s2)C1 (stereo not drawn)	0	16	-2	-1	/	-3	7	4	2
7	O=C(c1nn(-c2ccccc2)c(=O)c2ccccc12)N1CCN(c2ccccn2)CC1	-1	2	9[fluorescence artefact?]	-7	-22	0	4	-1[fluorescence artefact?]	6
8	O=C(O)C(Cc1c[nH]c2ccccc12)NS(=O)(=O)c1ccccc1 (stereo not drawn)	3	/	-7[fluorescence artefact?]	-4	-5	12	0	4[fluorescence artefact?]	15
9	COC(=O)c1sc(C(F)(F)F)c(-c2ccccc2)c1S(=O)(=O)N(C)C	3	12	-4	2	1	4	1	-15	10
10	Cc1cc(-c2cc(N)n(-c3ccccc3)n2)c(C)n1C1CCCC1	-2	1	1	24	-3	1	-2	4	-2
11	Cc1cccc(C)c1NC(=O)CSc1nnnn1C	2	2	-1	-22	37	3	-3	1	18
12	O=C(O)c1ccccc1S(=O)(=O)Cc1ccccc1	5	-3	5[fluorescence artefact?]	/	1	0	0	28[fluorescence artefact?]	8
13	CS(=O)(=O)NCCCNc1c(Cl)cccc1[N+](=O)[O-]	0	4	-3	-34	1	3	1	-8[fluorescence artefact?]	8
14	CC(C)Cc1nc2ccc(N)cc2[nH]1	-4	-14	3	-7	-3	-4	-3	10	1
15	CCN(CCn1cccn1)C(=O)CC1C(=O)NCCN1Cc1cc(OC)cc(OC)c1 (stereo not drawn)	3	5	1	-4	/	2	-1	47	13
16	CCOc1ccc(CN2CCN(Cc3nc(C(C)C)cs3)CC2CCO)cc1 (stereo not drawn)	0	/	2	7	2	2	0	-15	10

8 compounds from above, arranged by SMILES length, high to low.
item	Compound	p97 inhibitor	Rad51 HR inh	eIF4E-4G inh	MDM2 E3 inh	hK5 inh	FXIa inh 1536	Wee1 stabilizer	14-3-3 Bad inh	FXIIa inh 1536
7	O=C(c1nn(-c2ccccc2)c(=O)c2ccccc12)N1CCN(c2ccccn2)CC1	-1	2	9[fluorescence artefact?]	-7	-22	0	4	-1[fluorescence artefact?]	6
9	COC(=O)c1sc(C(F)(F)F)c(-c2ccccc2)c1S(=O)(=O)N(C)C	3	12	-4	2	1	4	1	-15	10
6	COc1ccc(F)cc1C(=O)C1CCCN(Cc2cnc(N3CCCC3)s2)C1 (stereo not drawn)	0	16	-2	-1	/	-3	7	4	2
10	Cc1cc(-c2cc(N)n(-c3ccccc3)n2)c(C)n1C1CCCC1	-2	1	1	24	-3	1	-2	4	-2
13	CS(=O)(=O)NCCCNc1c(Cl)cccc1[N+](=O)[O-]	0	4	-3	-34	1	3	1	-8[fluorescence artefact?]	8
12	O=C(O)c1ccccc1S(=O)(=O)Cc1ccccc1	5	-3	5[fluorescence artefact?]	/	1	0	0	28[fluorescence artefact?]	8
11	Cc1cccc(C)c1NC(=O)CSc1nnnn1C	2	2	-1	-22	37	3	-3	1	18
14	CC(C)Cc1nc2ccc(N)cc2[nH]1	-4	-14	3	-7	-3	-4	-3	10	1

3 entries out of the list, arranged by number of heavy atoms, smallest number first.
item	Compound	p97 inhibitor	Rad51 HR inh	eIF4E-4G inh	MDM2 E3 inh	hK5 inh	FXIa inh 1536	Wee1 stabilizer	14-3-3 Bad inh	FXIIa inh 1536
12	O=C(O)c1ccccc1S(=O)(=O)Cc1ccccc1	5	-3	5[fluorescence artefact?]	/	1	0	0	28[fluorescence artefact?]	8
9	COC(=O)c1sc(C(F)(F)F)c(-c2ccccc2)c1S(=O)(=O)N(C)C	3	12	-4	2	1	4	1	-15	10
16	CCOc1ccc(CN2CCN(Cc3nc(C(C)C)cs3)CC2CCO)cc1 (stereo not drawn)	0	/	2	7	2	2	0	-15	10

(more compounds)
item	Compound	p97 inhibitor	Rad51 HR inh	eIF4E-4G inh	MDM2 E3 inh	hK5 inh	FXIa inh 1536	Wee1 stabilizer	14-3-3 Bad inh	FXIIa inh 1536
17	O=C1CSC(c2ccncc2)N1Cc1ccco1 (stereo not drawn)	0	4	1	-11	-21	0	-1	1[fluorescence artefact?]	-1
18	COc1ccc(CCNC(=O)COc2nsnc2N2CCOCC2)cc1OC	6	-2	-3	-6	7	6	-2	8	13
19	O=c1cc(-c2ccccc2)c2c([nH]1)CCCC2	-6	1	5	-18	-2	17	2	2[fluorescence artefact?]	21
20	CCCNS(=O)(=O)c1ccc(CCC(=O)Nc2cc(Cl)ccc2Oc2ccccc2)cc1	-9	-1	7	0	-16	4	0	-3	12
21	CCOc1cc(N2CCOCC2)c(OCC)cc1NC(=O)C1CCCC1	-1	1	5	-5	-11	6	2	10	13
22	CCOc1cc(C)c(C(C)C)cc1S(=O)(=O)n1cnc(C)c1	-2	-5	0	-9	-2	-3	0	3	4
23	COc1cccc(CN(CC(=O)NC2CCCC2)C(=O)CCC(=O)Nc2cc(C)on2)c1	1	/	-12	-11	-28	2	2	-12	16
24	CC(=O)Nc1ccc(C(=O)OCc2ccc(F)cc2)cc1	4	6	0	-4	-1	1	-1	-4	2
25	CN(C)C(=O)C12CCC(C)(c3nc4ccccc4nc31)C2(C)C (stereo not drawn)	1	-10	5	-17	-2	-4	1	2	7
26	CC(=O)c1cc(-c2ccccc2)n(CCC(=O)NC2CCC(C)CC2)c1C (stereo not drawn)	-1	-8	13	-3	-5	21	0	2	22
27	CC(NC(=O)c1cc(S(=O)(=O)N(C)C)ccc1N1CCCC1)C1CC2CCC1C2 (stereo not drawn)	-4	14	3	-8	-9	-9	-3	-5	0
28	CN(c1cccc(Cl)c1)S(=O)(=O)c1cccc(C(=O)NC2=NCCS2)c1	3	0	4	-11	2	-3	-2	-6[fluorescence artefact?]	4
29	CCOc1[nH]n(-c2ccccc2)c(=O)c1C=Nc1ccc(F)cc1F	-2	-7	0	0	14	-3	-1	0	10
30	CC(C)(C)[C@@H]1C=C(C(=O)NCc2ccccc2)O[C@H](OCc2ccc(CO)cc2)C1	-2	/	0	/	-3	-1	1	4	4
31	COc1ccc(OC)c(N)c1	2	/	-7	6	-10	1	1	33	14
32	Cc1ccc(C(=O)NCCc2nc3ccccc3[nH]2)cc1[N+](=O)[O-]	-6	-4	-13	-85	22	13	-1	25[fluorescence artefact?]	13
33	COC(=O)c1c(C(=O)OC)c(-c2ccccc2)n2c1CS(=O)C2 (stereo not drawn)	3	1	2	-2	-8	-9	1	-2	4
34	OC1(c2ccccc2F)CCN(Cc2nnnn2Cc2ccc(F)cc2)CC1	1	3	1	9	4	1	-3	2	6
35	Cc1ccc(CCC(=O)Nc2ncc(Cc3cccc(Cl)c3Cl)s2)o1	1	-3	-8	-6	-4	24	-2	4	19
36	COc1cc(C(=O)Oc2cc(C)[nH]c(=O)c2[N+](=O)[O-])cc(OC)c1OC	8	/	9	/	2	12	3	35	10
37	CCNc1nc(NCC)nc(OCCOC(=O)COc2ccc(Cl)cc2Cl)n1	-1	-1	-3	-11	-4	3	0	9	7
38	Cc1ccc2nc3c(cc(C(N)=S)c(=N)n3CCCOC(C)C)c(=O)n2c1	7	2	1	-3	3	0	-1	-11	17
39	Cn1c(=O)c2c(ncn2CC(=O)NC(C)(C)C)n(C)c1=O	0	-9	-4	-3	-13	1	0	3	17
40	CCOc1ccc2[nH]c(=O)c(CN(CCc3ccccc3)C(=O)c3cnccn3)cc2c1	1	-11	0	-12	-3	-3	-1	-7	-4
41	Cc1cccc(-c2n[nH]c(=S)n2/N=C/c2cccs2)c1	3	-2	12	-12	-4	-1	0	-2	12
42	C#CC[N+]1(CC#Cc2ccccc2)CCCC1	3	-9	2[fluorescence artefact?]	-12	0	5	1	2	4
43	Cc1nc2ccccc2c2nc(N)nn12	8	-3	-1	-8	-14	5	-2	-3	14
44	COc1nc(NCCc2ccc(OC)c(OC)c2)nc(NC(C)(C)CO)n1	-3	-1	-1[fluorescence artefact?]	-1	-1	-5	1	3[fluorescence artefact?]	-4
45	COC(=O)C1=C(C)N(CC2CCCO2)C(=O)/C1=C\c1ccc(O)cc1 (stereo not drawn)	-3	2	1[fluorescence artefact?]	-10	0	4	-3	-17[fluorescence artefact?]	5
46	Cc1ccc(C(=O)NCCNc2ccc(Cl)cc2[N+](=O)[O-])o1	3	-6	-2	-9	7	-1	-3	-17	60*
47	Cn1c(NC(=O)c2ccc(Br)o2)cc(=O)n(C)c1=O	3	-1	1	-9	-2	-2	-1	-11	13
48	Cc1cc2oc(=O)cc(CN3CCOCC3)c2cc1C	2	-1	4[fluorescence artefact?]	2	7	-22	-3	14[fluorescence artefact?]	4
49	O=C1OC(Nc2nc3ccccc3s2)c2ccccc21 (stereo not drawn)	-2	-12	-6	-7	-7	5	4	-7	21
50	CCOc1cc(/C=N/N=C2/NC(=O)C(CC(=O)O)S2)ccc1OS(=O)(=O)c1ccc(C)cc1 (stereo not drawn)	5	5	1	7	-2	2	3	-4	4
51	CC1CCN(Cc2ccc(-c3nn[nH]n3)cc2)CC1	0	-10	-1	-10	-2	8	2	-1	22
52	O=c1c2ccccc2nc(SCc2cccc(F)c2)n1C1CCCC1	-3	9	4[fluorescence artefact?]	-8	-7	-4	-2	-15	-1
53	COc1ccc(N2CCN(CC(=O)Nc3nc4c(s3)CC(C)CC4)CC2)cc1 (stereo not drawn)	0	7	-3	-6	-3	-3	-3	5	-9

Screens as filed in PubChem BioAssay.
